Screens (PubChem BioAssay)
TexasRed fluor = alters Texas Red total fluorescence, flagging assay interference; hit rate 0.29% among 280,000; Potency, µM (titrated, usually from 106 µM), inactives show at the highest dose fluorescence change, negative = quenching; TRb/SRC2 Texas Red total fluorescence interference; active = well fitted curve in either direction with a large enough effect; inconclusive = small, poorly fitted or top-dose-only effect; also: potency is read from the fitted curve at half-maximal effect; % is scaled to controls: 0 for no effect and ±100 for the full control effect
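Human TRβ ligand-binding domain (0.6 uM) and Texas Red SRC2 peptide (20 nM) in Tris buffer with 1 uM T3 and 5% DMSO were incubated with pinned compound for 5 hr at ambient temperature. Total fluorescence was computed as S + 2P (555/632 nm).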
Epigenetic derep = epigenetic control regulation, reporter derepression | murine LDR cells, GFP reporter derepression, 30 h | Potency, µM (series often up to 53.9 µM), for the others: at the top dose GFP activation, hits mostly activators | hit rate 0.2% among 280,000; also: potency is read from the fitted curve at half-maximal effect; % of control where 0% means no effect; nearly all actives have a fitted effect of over 60% in size
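Murine LDR cells carrying a silenced, genomically integrated CMV-driven GFP reporter were exposed to compound for 30 hours at 37 C. After PBS washes, GFP-positive cells (20–120 um objects) were counted by laser-scanning microplate cytometry.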
Tau fluor counter = counter-screen for tau fibril formation inhibitors. tau K18 P301L Alexa594 fluorescence, heparin fibrillization. Potency, µM (top dose mostly 57.7 µM), without a hit: at the top dose activity change, negative = decrease. hit rate 0.93% among 280,000; also: potency is read from the fitted curve at half-maximal effect; % is scaled to controls: 0 for no effect and ±100 for the full control effect; nearly all actives have a fitted effect of over 55% in size
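Human tau K18 P301L (15 uM unlabeled, 0.24 uM Alexa 594-labeled) in 100 mM sodium acetate pH 7 with 20 uM heparin, 6 hr at 37 C. ThT 30 uM added, 1 hr ambient; Alexa 594 FP and total fluorescence read at 555/632 nm.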
TRb-SRC2 inh = inhibitors of human thyroid hormone receptor beta-SRC2 interaction. P10828. TRbeta-SRC2 peptide binding, fluorescence polarization; receptor liganded with 1 µM T3. Potency, µM (highest dose often 106 µM), without a hit: top-dose activity change, negative = inhibition, most hits filed as inhibitors. hit rate 0.065% among 280,000. AID 1469;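 also: potency is read from the fitted curve at half-maximal effect; plate controls were bound peptide for no effect and peptide without receptor for full effect; nearly all actives have a fitted effect of over 50% in size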
Target sequence (P10828 whole entry, looked up): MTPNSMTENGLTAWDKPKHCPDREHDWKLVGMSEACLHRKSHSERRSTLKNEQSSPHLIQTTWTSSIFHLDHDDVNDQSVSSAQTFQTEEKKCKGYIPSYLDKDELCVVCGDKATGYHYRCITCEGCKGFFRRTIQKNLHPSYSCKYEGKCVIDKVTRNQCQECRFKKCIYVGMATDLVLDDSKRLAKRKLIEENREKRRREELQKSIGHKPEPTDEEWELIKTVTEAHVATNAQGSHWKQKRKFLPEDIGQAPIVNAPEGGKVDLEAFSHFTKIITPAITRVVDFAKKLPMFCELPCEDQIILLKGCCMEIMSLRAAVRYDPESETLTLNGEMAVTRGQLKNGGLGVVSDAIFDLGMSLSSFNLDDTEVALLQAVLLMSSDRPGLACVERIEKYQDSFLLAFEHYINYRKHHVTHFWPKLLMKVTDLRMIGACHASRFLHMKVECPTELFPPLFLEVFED
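Human TRb ligand-binding domain (0.6 uM) is mixed with 20 nM Texas Red SRC2 peptide and 1 uM T3; after compound addition and 5 hr at ambient temperature, polarization is measured and normalized to unbound and bound controls.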
CBFb RUNX1 block = blocks binding between human CBF-beta and RUNX1 | AlphaScreen CBFb-His/RUNX1-biotin binding, biochemical | 230,000 tested, under 10 active | AID 1477 | Q01196+Q13951 | Potency, µM (highest dose often 59.8 µM), for the others: at the top dose activity, negative = inhibition, actives largely listed as inhibitors; also: % of control where 0% means no effect
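Proteins preincubated together for 20 min at RT before compound addition; 15 min later, nickel and streptavidin beads were added and left 90 min prior to AlphaScreen measurement.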
NPSR antag = antagonists of human neuropeptide S receptor cAMP signaling | AID 1461 | Q6W5P4 | CHO-NPSR cells, cAMP TR-FRET, antagonist mode | hit rate 1% among 220,000 | Potency, µM (series often up to 38.3 µM), for the others: at the top dose activity change, negative = inhibition, actives largely listed as inhibitors; also: potency is read from the fitted curve at half-maximal effect; % is scaled to controls: 0 for no effect and ±100 for the full control effect; nearly all actives have a fitted effect of over 50% in size; many of its hits are not listed in these tables
Tau FP inhib = tau fibrillization inhibition (FP); K18 P301L tau heparin fibrillization, Alexa594 FP, 6 h; hit rate 0.39% among 280,000; Potency, µM (doses to about 57.7 µM), for inactives: at the highest dose activity, negative = inhibition, hits mostly inhibitors; P10636; also: potency is read from the fitted curve at half-maximal effect; % is scaled to controls: 0 for no effect and ±100 for the full control effect; nearly all actives have a fitted effect of over 55% in size
Target sequence (P10636 561-689 P618L limits assumed): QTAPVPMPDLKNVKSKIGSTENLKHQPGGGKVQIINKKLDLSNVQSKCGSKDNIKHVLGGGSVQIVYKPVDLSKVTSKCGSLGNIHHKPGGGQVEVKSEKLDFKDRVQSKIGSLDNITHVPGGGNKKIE
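Human tau K18 […] P301L fragment, 15 uM unlabeled plus 0.24 uM Alexa 594-labeled tau (final), with compound and 20 uM heparin in 100 mM sodium acetate pH 7; 6 hr at 37 C, then Alexa 594 FP read.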
aGal spleen mod = alpha-galactosidase A (human) modulation; hit rate 0.008% among 240,000; human spleen homogenate, 4MU-alpha-Gal fluorescence, 40 min; Potency, µM (doses to about 80 µM), without a hit: at the top dose activity change, negative = inhibition, most hits filed as inhibitors; AID 2107;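 also: potency is read from the fitted curve at half-maximal effect; 0% = enzyme with vehicle and -100% = no enzyme basal signal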
Target sequence (P06280 32-429 limits assumed): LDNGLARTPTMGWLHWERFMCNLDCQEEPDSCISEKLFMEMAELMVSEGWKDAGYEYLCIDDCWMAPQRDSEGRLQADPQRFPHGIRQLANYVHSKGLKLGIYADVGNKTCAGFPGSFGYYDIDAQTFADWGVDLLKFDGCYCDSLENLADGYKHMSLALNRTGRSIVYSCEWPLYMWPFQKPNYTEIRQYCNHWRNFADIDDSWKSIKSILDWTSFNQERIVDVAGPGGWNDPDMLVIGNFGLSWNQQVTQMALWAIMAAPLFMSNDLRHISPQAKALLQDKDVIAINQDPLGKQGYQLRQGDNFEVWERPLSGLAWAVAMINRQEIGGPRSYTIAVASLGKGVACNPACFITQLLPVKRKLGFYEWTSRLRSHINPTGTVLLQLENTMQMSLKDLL
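Human spleen homogenate (1 ug) was the enzyme source, with 4-methylumbelliferyl-alpha-D-galactopyranoside (1 mM final) in pH 5.0 citrate buffer with 0.01% Tween-20. Compounds were titrated; after 40 min at 37C, NaOH/glycine stop, 4-MU fluorescence read; AC50 from Hill fits.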
* = called active by the depositor; ? = inconclusive; nt = no result given; [ ] = remark or other dose. Unless noted, calls follow the shape of the dose curve; as a rule, active = well fitted curve in the direction sought with a large enough effect; inconclusive = small, poorly fitted or top-dose-only effect, or another doubt; inactive = no such curve, though single readings can be large; an effect the other way counts as inactive or inconclusive.

Screens in order – TexasRed fluor | Epigenetic derep | Tau fluor counter | TRb-SRC2 inh | CBFb RUNX1 block | NPSR antag | Tau FP inhib | aGal spleen mod
Cc1cc(=O)cc(C)n1-c1ccc(Cl)cc1
 : 0% | 1.3% | 7% | 3% | 0% | 27% | 3% | 4%
CC1=CC(=C(C#N)C#N)c2ccccc2N1C
 : -1% | 0.0% | 6% | 5% | -18% | -14% | 5% | 6%
Cc1ccc(-c2nc3nc(C)cc(N4CCN(c5cc(Cl)ccc5C)CC4)n3n2)cc1
 : -1% | 1.0% | 1% | 0% | nt | nt | 0% | nt
CCOC(=O)N1CCN(C(=O)C(=O)NN)CC1
 : -1%[53 µM] | 0.2% | 3% | 0%[53 µM] | 2% | -3% | 0% | -1%
CCC(=O)N1CCc2cc(S(=O)(=O)NCCC(=O)Nc3ccccc3C)ccc21
 : -2% | 0.0% | -4% | 9% | 6% | -7%[46.1 µM] | 6% | 20%
CCCCc1ccc(NC(=S)N2CCN(c3ncccn3)CC2)cc1
 : 2% | 0.5% | -19% | -4% | 4% | -6% | 10% | 9%
CC1CN(c2c3c(nc4ncnn24)CCCC3)CC(C)O1 (stereo not given)
 : -7% | 0.0% | 2% | -2% | 7% | 1%[46.1 µM] | -4% | -6%
Cc1noc(-c2ccc(C(F)(F)F)cc2)c1NC(=O)Nc1ccc(Cl)cc1
 : -2% | 8.7% | -26% | -1% | 11% | -25% | ? | -3%
COc1ccccc1NC(=O)Cn1c(=O)n(Cc2nc(-c3ccccc3)no2)c(=O)c2ccccc21
 : 0% | -0.9% | -23% | -1% | nt | nt | ? | nt
CN(C)c1nc(N)c([N+](=O)[O-])c(NCCO)n1
 : -1% | -0.8% | 4% | 6% | -9% | 16% | -6% | 3%
CN(C)N=Nc1nc2c(c(=O)n(C)c(=O)n2C)n1CC1CO1 (stereo not given)
 : -6% | 1.1% | -10% | -9% | 15% | 9% | -2% | 2%
NC(=O)NC(CC(=O)NCCc1ccc(S(N)(=O)=O)cc1)c1ccccc1Cl (stereo not given)
 : -2% | 1.1% | -6% | 2% | 5% | -13% | -3% | -9%
O=C(N/N=C/c1ccc2c(c1)OCO2)c1cc(-c2ccc(F)cc2)nc2ccccc12
 : -2% | -1.8% | 9% | 5% | 1% | -9% | -2% | -3%
CC(=O)c1ccc(N2C(=O)[C@@H]3[C@H](C2=O)[C@H]2c4ccccc4C=NN2[C@@H]3C(C)=O)cc1
 : -1% | 5.7% | -3% | -4% | 5% | 3% | 0% | 4%
CCN(CC)C(=O)Oc1ccc2cc(Br)ccc2c1
 : 1% | 0.7% | -6% | 2% | 23% | -8% | 4% | -6%
COCCN(C(=O)CNC(=O)c1cccs1)C(C(=O)NC1CCCCC1)c1ccco1 (stereo not given)
 : 1% | 0.0% | -1% | -8% | 7% | -10%[46.1 µM] | 6% | -6%
COc1ccc(C)cc1NC(=O)c1nn(C)cc1Br
 : -5% | 0.1% | -9% | -2% | 10% | -6% | -6% | 16%
CCOC(=O)CC(NC(=O)Cn1nnc(-c2ccc(C(F)(F)F)cc2)n1)c1ccc(C)cc1 (stereo not given)
 : -7% | -0.2% | -24% | 1% | nt | nt | -10% | nt
CC1CCCN(C(=O)COC(=O)c2n[nH]c3ccccc23)C1 (stereo not given)
 : 2% | -4.4% | -3% | -1% | 4% | -4%[46.1 µM] | 9% | 5%
CCN1CCS/C1=C\C=C\C1=[N+](CC)CCS1
 : 0% | 1.3% | -2% | -5% | -3% | -39% | 1% | -19%
CCNc1nc(C(=O)O)nc(N2CCOCC2)n1
 : -4% | 1.1% | -4% | 2% | -15% | 6% | -1% | -3%
Cc1ccc(NC(=O)CN2C(=O)CSc3ccc(S(=O)(=O)N(C)C)cc32)c(C)c1
 : -1% | 0.1% | -23% | -6% | nt | nt | 0% | nt
O=C(c1ccc(S(=O)(=O)NCc2ccco2)cc1)N1CCCC1
 : -1% | -1.6% | -3% | -13% | 15% | 8% | -3% | 2%
Cc1ccc(C)c(OCC(=O)N2CCN(C(=O)c3ccco3)CC2)c1
 : 0% | 0.9% | 3% | -4% | 3% | 4% | 4% | -9%
COc1cccc(N/C(N)=N/c2nc(C(F)(F)F)cc(=O)[nH]2)c1
 : 0% | 0.0% | -6% | -9% | -4% | 4% | 11% | 1%
Fc1ccccc1NC(=S)N1CCN(Cc2ccc3c(c2)OCO3)CC1
 : 4% | 4.1% | 1% | 3% | -2% | 3% | 8% | 7%
O=C(Nc1nc(-c2ccc(-c3ccccc3)cc2)cs1)c1cnccn1
 : 0%[53 µM] | 0.0% | -18% | 6%[53 µM] | -7% | 0% | 6% | 5%
Cc1ccc(O)c(NC(=O)c2ccc(Br)c(S(=O)(=O)N3CCCCC3)c2)c1
 : ? | -2.7% | 13µM*[quencher] | -11% | nt | nt | -3% | nt
CCCCC1(C)Nc2ccccc2-c2nc3ccccc3n21 (stereo not given)
 : 1% | -2.0% | ? | 3% | 18% | ? | 9% | ?
CC(=O)c1cccc(NC(=O)CN(c2ccccc2)S(C)(=O)=O)c1
 : -1% | 1.8% | 1% | 5% | ? | -2%[46.1 µM] | 4% | -8%

Brought forward from above: 3 entries, then new ones.
Screens in order – TexasRed fluor | Epigenetic derep | Tau fluor counter | TRb-SRC2 inh | CBFb RUNX1 block | NPSR antag | Tau FP inhib | aGal spleen mod
Cc1ccc(O)c(NC(=O)c2ccc(Br)c(S(=O)(=O)N3CCCCC3)c2)c1
 : ? | -2.7% | 13µM*[quencher] | -11% | nt | nt | -3% | nt
CCCCC1(C)Nc2ccccc2-c2nc3ccccc3n21 (stereo not given)
 : 1% | -2.0% | ? | 3% | 18% | ? | 9% | ?
CC(=O)c1cccc(NC(=O)CN(c2ccccc2)S(C)(=O)=O)c1
 : -1% | 1.8% | 1% | 5% | ? | -2%[46.1 µM] | 4% | -8%
CC(C)(C)N1OC2CC1c1nc3ccccc3n1C2 (stereo not given)
 : -3% | -3.6% | 13% | -4% | 10% | 13% | 6% | -5%
COc1ccc(-n2nnnc2-c2cccnc2)cc1
 : 0% | 0.8% | -4% | 1% | -2% | -6%[46.1 µM] | 5% | -4%
CCCC(=O)Nc1cc(Cl)ccc1C
 : 5% | -0.5% | 9% | 0% | 7% | 0% | -1% | -4%
O=C(Nc1ccc2c(c1)OCCO2)c1cccnc1Oc1ccc(Cl)cc1
 : 0% | 0.0% | -16% | -7% | 7% | -29% | 0% | 9%
CC1CCCC(C)N1C(=O)Cn1c(SCC(=O)NCc2ccc3c(c2)OCO3)nc2ccccc21 (stereo not given)
 : 1% | 1.4% | 0% | 13% | 2% | -33%[46.1 µM] | 4% | -3%
OCCC1CN(Cc2cccc3c2OCO3)CCN1Cc1ccccc1 (stereo not given)
 : -4% | 2.3% | -4% | 2% | 22% | -11% | -4% | -4%
Cc1ccc(C(=O)NC(=S)Nc2ccc(NC(=O)c3cccs3)cc2)cc1[N+](=O)[O-]
 : 4% | 17% | -27% | -13% | 6% | 11% | ? | -3%
Nc1nnnn1/N=C/c1ccccc1C(F)(F)F
 : 1% | 2.2% | -9% | -4% | 7% | -15%[46.1 µM] | -9% | 4%
COC(=O)N1[C@H]2CC[C@@]3(C)CC(=O)C[C@]1(C)C3c1ccccc12
 : -1% | -2.0% | -9% | 1% | -3% | nt | -16% | -13%
Cc1ccc(S(=O)(=O)NC(C(=O)OCC(=O)NC2CCS(=O)(=O)C2)C(C)C)cc1 (stereo not given)
 : -4% | -14% | 10% | 7% | 7% | -13%[46.1 µM] | 6% | 5%
O=C(NCC(=O)N(CCc1ccccc1)C(C(=O)NC1CCCCC1)c1ccncc1)c1ccco1 (stereo not given)
 : 0% | 5.9% | -1% | 5% | 3% | -15%[46.1 µM] | 4% | -17%
CCOC(=O)n1c(=O)oc2cc(S(=O)(=O)N3CCOCC3)ccc21
 : 0% | -0.9% | -1% | -8% | -7% | 4%[46.1 µM] | -4% | -9%
Cc1cccc(C)c1-n1ncc(C(=O)NCCCN2CCC(C)CC2)c1C1CCN(C(=O)OC(C)(C)C)CC1
 : 4% | 0.0% | -2% | 5% | nt | nt | -1% | nt
COC(=O)c1ccc(COc2ccc(/C=N/O)cc2)o1
 : 1%[53 µM] | 1.1% | 12%[2.34 µM] | 10%[53 µM] | 8% | -28% | 6%[2.34 µM] | -15%
CC(C)(C)NC(=O)Nc1ccccc1C(N)=O
 : 0% | 0.0% | 8% | 4% | 3% | -6%[46.1 µM] | 2% | -3%
C(=N\NC1=Nc2cccc3cccc1c23)/c1cccnc1
 : -8% | 3.9% | -26% | 5% | ? | -21% | 13% | -1%
CCC(Sc1ncccc1C(=O)Oc1ccccc1Cl)C(=O)Nc1ccccc1OC (stereo not given)
 : 0% | 0.1% | -6% | -9% | nt | nt | -2% | nt
Cc1nn(-c2ccccc2)c(Cl)c1/C=N/NC(=O)c1cccc(S(=O)(=O)N2CCCC2)c1
 : 2% | 0.1% | -5% | -7% | 9% | -6% | -2% | 5%
CCN(C(=O)c1cc2c(C)nc3ccccc3c2o1)c1cc(Cl)ccc1OC
 : -1% | 5.6% | -10% | -1% | -1% | -60% | -2% | 13%
CC(=O)Nc1ccc(S(=O)(=O)NCC2CCC(C(=O)NCCCN3CCCC3=O)CC2)cc1 (stereo not given)
 : 0% | -0.8% | 11% | -10% | 4% | 2%[46.1 µM] | 2% | 4%
COc1ccccc1-c1noc(-c2ccccc2C(=O)N2CCOCC2)n1
 : 1% | 0.0% | -11% | 1% | 10% | 2%[46.1 µM] | -9% | 2%
Cc1oc2ccc(O)c(CN3CCOCC3)c2c1C(=O)Nc1ccccc1
 : 3% | 0.0% | -9% | -6% | nt | nt | 5% | nt
COc1ccc(OC)c(N)c1
 : ? | -0.2% | ? | ? | -20% | -6%[46.1 µM] | -11% | 6%
CCOc1cc(CNCc2ccccn2)ccc1OCC(=O)NC(C)(C)C
 : 0% | -1.0% | -6% | -12% | ? | 19% | 4% | -4%
CC(C)(C)C(=O)N1CCN(c2ccc([N+](=O)[O-])cc2-n2cccc2)CC1
 : 0% | -0.7% | -13% | 2% | 2% | -58% | 9% | -5%
CCc1ccc(CNC(=O)C(CC)n2ccc3cc(S(=O)(=O)N4CCCCC4)ccc32)cc1 (stereo not given)
 : -1% | -1.7% | -13% | 6% | nt | nt | -3% | nt

Only part of the results is shown, so the mix of outcomes need not match the whole.
